PNC inhibitor: inhibitors of perinucleolar compartment assembly; AID 2417; PC3M PTB-GFP, PNC prevalence imaging, 16 h; stronger effect = lower value; actives 3.1% (n = 140,000); activity change (PNC), negative = inhibition, % at 10 µM;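 active = readout at or below -70, meaning at least 70% loss of cells showing the perinucleolar compartment, a nuclear body marking cancer cells; inconclusive = readout between -30 and a set limit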;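 also: plate controls were DMSO wells for no effect and camptothecin positive control wells for full effect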
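Read-out is percentage of cells bearing a perinucleolar compartment, from automated 20x imaging of fixed, Hoechst-stained PC3M PTB-GFP cells. Cells were seeded 4 h, then exposed 16 h to compound (23 nl of library stock) in duplicate plates.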
12-hLO inh: blocks human 12-lipoxygenase activity; purified 12-hLO, xylenol orange hydroperoxide absorbance; AID 1452; P18054; Potency, µM (series often up to 57.1 µM), for the others: at the top dose activity change, negative = inhibition, usual class: inhibitors; actives 0.12% (n = 150,000); also: potency is read from the fitted curve at half-maximal effect; nearly all actives have a fitted effect of over 55% in size; many of its hits are not listed in these tables
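Xylenol orange chromogenic assay: hydroperoxide from 12hLO oxidises Fe(II), giving red-shifted Fe(III)-XO absorbance. Conditions: 150 nM enzyme, 40 uM arachidonic acid, 25 mM Hepes pH 7.0, 0.01% Triton X-100, 30 min, room temperature.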
IMPase cell inh: cell-permeable inhibitors of inositol monophosphatase (IMPase); P97697; CHO-M1 cells, IP1 accumulation, HTRF TR-FRET ratio; inhibition (IP1 accumulation), % at 46.1 µM; 120,000 tested, under 10 active; AID 901; active = well fitted curve in the direction sought with a large enough effect in the signal ratio, not every such curve was filed as active; inconclusive = small, poorly fitted or top-dose-only effect, or a change in a side signal; inactive = no such curve, though single readings can be large or run the other way; the % refers to the signal ratio;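 also: cells stimulated with carbachol in lithium chloride buffer; plate controls were DMSO basal wells for no effect and reference inhibitor wells for full effect; higher means more IMPase inhibition seen as more IP1 and lower FRET ratio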
Target sequence (P97697 whole entry, looked up): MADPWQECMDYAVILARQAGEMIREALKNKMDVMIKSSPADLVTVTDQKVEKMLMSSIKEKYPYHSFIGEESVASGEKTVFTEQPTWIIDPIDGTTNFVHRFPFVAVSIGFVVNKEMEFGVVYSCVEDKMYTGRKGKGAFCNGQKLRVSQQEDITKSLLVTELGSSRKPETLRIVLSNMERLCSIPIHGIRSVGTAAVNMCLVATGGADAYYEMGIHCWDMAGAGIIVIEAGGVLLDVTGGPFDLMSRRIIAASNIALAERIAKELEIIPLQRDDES
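CHO-M1 cells (CHO stably expressing M1 receptor), compound up to 46 uM final, stimulated with carbachol (50 uM as added) in buffer with 50mM LiCl, pH 7.4, 30 min at 37C. Cytosolic IP1 read by TR-FRET; AC50 from Hill fits.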
15-hLO-2 inh: 15-hLO-2 (ALOX15B) enzyme inhibition. actives 0.56% (n = 110,000). AID 881. O15296. purified 15hLO-2, xylenol orange hydroperoxide absorbance. Potency, µM (highest dose often 57.1 µM), for the others: at the highest dose activity change, negative = inhibition, hits mostly inhibitors; also: potency is read from the fitted curve at half-maximal effect; nearly all actives have a fitted effect of over 60% in size; many of its hits are not listed in these tables
Target sequence (O15296 whole entry, looked up): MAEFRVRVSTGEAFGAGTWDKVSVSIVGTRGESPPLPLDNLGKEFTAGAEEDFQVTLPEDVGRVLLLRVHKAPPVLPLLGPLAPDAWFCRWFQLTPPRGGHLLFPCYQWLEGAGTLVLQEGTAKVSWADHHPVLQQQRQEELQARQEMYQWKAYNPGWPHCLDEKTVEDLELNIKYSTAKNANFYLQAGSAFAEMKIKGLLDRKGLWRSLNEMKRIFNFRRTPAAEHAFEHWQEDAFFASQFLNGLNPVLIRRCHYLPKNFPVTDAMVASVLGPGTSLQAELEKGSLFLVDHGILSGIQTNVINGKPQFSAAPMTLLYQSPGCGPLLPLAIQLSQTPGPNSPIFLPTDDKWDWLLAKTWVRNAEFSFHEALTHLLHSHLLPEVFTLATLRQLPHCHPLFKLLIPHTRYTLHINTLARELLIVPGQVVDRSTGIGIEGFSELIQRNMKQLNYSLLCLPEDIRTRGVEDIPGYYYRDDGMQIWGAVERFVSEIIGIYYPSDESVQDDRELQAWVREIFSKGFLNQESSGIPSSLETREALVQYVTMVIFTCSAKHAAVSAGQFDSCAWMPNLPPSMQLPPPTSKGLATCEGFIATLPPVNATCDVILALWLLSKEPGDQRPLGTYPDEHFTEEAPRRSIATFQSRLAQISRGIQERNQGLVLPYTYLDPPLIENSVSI
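Read-out: hydroperoxide product oxidises ferrous iron, measured as xylenol orange complex via the 573-to-405 nm absorbance ratio after 30 min. Reaction: 50 nM enzyme, 15 min compound preincubation, 45 uM arachidonic acid, 90 min RT, Hepes pH 7.5 with Triton X-100.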
* hit, by the source's call; ? = inconclusive; · = no result given; [ ] = remark or other dose. Unless noted, calls follow the shape of the dose curve; as a rule, active = well fitted curve in the direction sought with a large enough effect; inconclusive = small, poorly fitted or top-dose-only effect, or another doubt; inactive = no such curve, though single readings can be large; an effect the other way counts as inactive or inconclusive. Unless noted, % is scaled to controls: 0 for no effect and ±100 for the full control effect. Not all compounds are listed; rates above refer to the full screens.

compound,PNC inhibitor,12-hLO inh,IMPase cell inh,15-hLO-2 inh
Cc1ccc(S(=O)(=O)Cc2ccc(C(=O)N3CCCCCC3)o2)cc1,-7.5,-3.8%,-9.1,-0.7%
O=C(CN1C(=O)CC(c2ccco2)Sc2ccccc21)Nc1ccc2c(c1)OCCO2 (stereo not drawn),17.7,-5.7%,6.4,-28.8%
O=C(NCc1cccs1)c1ccc(Cl)s1,-3.4,3.6%,10.2,-5.6%
CC1=C(C(=O)NCCN2CCN(C)CC2)C2(CCC(C)CC2)OC1=O (stereo not drawn),60.9,1.7%,13.8,7.2%
CCOC(=O)N1CCC(NC(=O)c2sc(-n3cccc3)nc2C)CC1,-22.7,-1.6%,0.8,8.1%
O=C(c1ccc(Br)o1)N1CCCc2ccccc21,27.4,-3.8%,3.8,·
COc1cc(CNc2ccc3[nH]c(=O)[nH]c3c2)ccc1OCC(=O)NC(C)(C)C,?,-7.4%,?,-0.6%
S=C(NC1CCCCC1)NC1CCCCC1,·,-26.0%,·,-13.3%
CC(C)c1ccc(CN2CCC(C(=O)NCc3cccnc3)CC2)cc1,14.1,-6.2%,4.9,14.4%
O=C(CCc1ccc(S(=O)(=O)NCc2ccccc2)cc1)NCc1ccc2c(c1)OCO2,34.2,7.3%,-1.5,0.1%
COc1cccc(NC(=O)COC(=O)CCCc2c[nH]c3ccccc23)c1,31.1,-3.3%,3.2,-2.2%
CCC1S/C(=C(\C#N)C(=O)NCc2ccco2)N(c2ccc(Br)cc2)C1=O (stereo not drawn),?,-6.1%,0.2,-0.3%
COC(=O)[C@@]1(Cc2ccc(F)cc2)[C@H]2c3cc(C(=O)N(C)C)n(CCCNc4ccc(C(F)(F)F)cc4Cl)c3C[C@H]2CN1C(=O)c1ccccc1,·,-7.0%,·,25.9%
CCn1c2ccccc2c2cc(NC(C)=O)ccc21,-21.4,1.7%,-0.8,5.5%
CCOC(=O)C1=C(c2ccccc2)NC(SC)=C(C#N)C1c1cccnc1 (stereo not drawn),22.1,-0.9%,·,·
CCCCN(CC)CCNc1c(N2CCN(C(=O)OCC)CC2)c(=O)c1=O,-14.1,1.1%,9.1,-3.4%
c1ccc(Nc2n[nH]nc2-c2ccccc2)cc1,-19.0,-3.5%,13.5,22.2%
CC1(C)CC(=O)C2=C(C1)N(c1ccc(F)cc1)C(=O)CC2c1ccccc1 (stereo not drawn),-23.1,-1.9%,-10.6,3.8%
O=S(=O)(c1cccc(NC(=S)NCc2ccco2)c1)N1CCOCC1,-5.5,0.1%,·,·
COc1ccccc1Nc1nc(N)nc(CN2CCN(c3ccccc3F)CC2)n1,?,4.2%,-3.1,25.4%
CC(C)c1cc(-c2n[nH]c(=S)n2Cc2ccccc2)cs1,70.9,?,-7.3,?
Cc1ccc(C(=O)CSc2nc3ccccc3c(=O)n2N)o1,?,-5.4%,-5.9,-9.2%
COc1ccc(C)cc1S(=O)(=O)N(C)CC(=O)Nc1ccc2c(c1)OCO2,28.9,-4.2%,2.0,-2.1%
Cc1ccc(O)c(CNc2nc3ccccc3n2C)c1,-1.8,-3.8%,-9.7,7.7%
Cc1cccc(NC(=S)/N=C(\N)Nc2nc(C)c3ccccc3n2)c1,49.6,7.94µM*,·,·
COCCn1c(=O)c(-c2cc(F)cc(F)c2)nc2cnc(Oc3ccccc3)nc21,·,-4.1%,·,-2.4%
CC1CN(c2nc(-c3ccc(Br)cc3)nnc2-c2ccccc2)CC(C)N1 (stereo not drawn),-2.2,1.3%,-5.5,53.5%[activator]
COc1ccc(C2C=C(c3ccc(Cl)cc3)Nc3nc(NC(C)=O)nn32)cc1 (stereo not drawn),13.6,-22.4%,-13.9,-16.4%
COCCCN1CC23C=CC(O2)C(C(=O)O)C3C1=O (stereo not drawn),35.1,-1.5%,0.6,-8.1%
CCCn1cnc2c(cnn2-c2ccc(F)cc2)c1=O,-20.8,3.6%,-11.3,·
O=S(=O)(c1ccc(Cl)c(NC(=S)N/N=C/c2c(F)cccc2F)c1)N1CCOCC1,-13.7,-6.3%,3.4,·
CN(C)c1ccc(/C=N\NC(=S)SCN2C(=O)C3CCC(C)(C2=O)C3(C)C)cc1 (stereo not drawn),-10.4,-17.7%,-0.8,·
Cc1ccc(C2(C)NC(=O)N(CC(=O)c3ccc(Cl)s3)C2=O)cc1 (stereo not drawn),19.6,-17.2%,·,·
COc1ccccc1NC(=O)CC1C(=O)Nc2c1c(=O)n(C)c(=O)n2C (stereo not drawn),34.4,-4.1%,7.9,-5.1%
O[C@H]([C@H](O)[C@@H](O)c1nc2ccccc2[nH]1)[C@@H](O)c1nc2ccccc2[nH]1,·,?,·,5.2%[11.4 µM]
CCCc1nc2oc3c(N4CCNCC4)ncnc3c2c2c1CCCC2,25.1,-11.8%,-7.2,35.6%[activator]
Cc1nnc(C)n1/N=C/c1ccc(C(C)C)cc1,?,-2.7%,-0.3,10.7%
Cc1ccc(NC2=CC(=O)CCC2)cc1C,39.9,6.6%,5.2,-2.6%
Cc1ccc(NC(=O)CN2C(=O)/C(=C3\SC(=S)N(C4CCS(=O)(=O)C4)C3=O)c3ccccc32)cc1 (stereo not drawn),44.7,-0.9%,-8.4,·
Cc1ccc(NC(=O)CS(=O)CC(=O)N(c2ccccc2)C(C)C(=O)NC2CCCC2)cc1 (stereo not drawn),-13.5,-3.2%,-4.5,-4.6%
COP(=O)(OC)OC(c1ccc(Cl)cc1)P(=O)(OC)OC (stereo not drawn),·,-0.6%,·,19.4%
COc1ccc(-c2nc(C#N)c(N3CCCCCC3)o2)cc1OC,?,-18.9%,9.7,-4.3%
CC1(C)[C@@H]2CC[C@]1(C)[C@@H](OC(=O)/C=C\c1ccccc1)C2,·,-4.7%[11.4 µM],·,-0.9%[11.4 µM]
O=C(NCc1ccccc1)c1noc2c1CCCCC2,8.5,-4.2%,7.9,-4.3%
COc1ccc(C2N3CC4(C)CN2CC(C)(C3)C4O)cc1 (stereo not drawn),-21.5,-1.2%,-9.2,·
O=C(COc1ccc(OCc2ccccc2)cc1)NC1CCOC1=O (stereo not drawn),8.1,1.6%,2.0,-1.1%
Cc1ccc2[nH]c3c(c2c1)CCCC3C(N)=O (stereo not drawn),-25.0,-2.2%,5.2,·
COc1ccccc1Nc1ncnc2nc[nH]c12,45.7,3.6%,3.3,-3.8%
COCCCN1C(=O)C(=O)/C(=C(/O)c2ccc(OCC(C)C)cc2C)C1c1cccnc1 (stereo not drawn),-19.7,2.6%,?,5.7%
Cc1onc(-c2ccccc2)c1C(=O)NCC1CCCO1 (stereo not drawn),5.0,0.0%,-8.2,-0.9%
COc1ccc(-c2noc(CCC(=O)NCCCN3CCC(C)CC3)n2)cc1,-9.1,3.7%,1.8,9.8%
Cc1ccccc1OCCC(=O)Nc1ccc(F)c(Cl)c1,39.0,-5.7%,·,·
O=S(=O)(Nc1nccs1)c1ccc2c(c1)OCCO2,24.9,-3.9%,-5.3,11.2%
CN(CC(=O)Nc1ccc(F)c(Cl)c1)S(=O)(=O)c1cccc2nsnc12,12.6,-6.9%,5.6,·
Cc1c(C(=O)O)[nH]c2c1C(=O)CC(c1ccc(Cl)cc1)C2 (stereo not drawn),?,-1.4%,-4.1,0.8%
CC1CCC(N2CCN(S(C)(=O)=O)CC2)CC1 (stereo not drawn),?,-1.1%,9.8,-12.7%
Cc1coc2cc3oc(=O)cc(C)c3cc12,?,1.7%,·,·
CCOC(=O)c1cnc(SCC(=O)N2CCc3ccccc32)nc1N,-10.8,-2.2%,1.5,-8.3%
CCCN(CCC)CCSc1nc(O)c(C(C)C)c(=O)[nH]1,-17.3,-1.0%,3.2,1.8%
CCOc1ccc(NC(=O)COC(=O)c2c(OC)cccc2OC)cc1,?,-2.4%,·,·

Further compounds.
compound,PNC inhibitor,12-hLO inh,IMPase cell inh,15-hLO-2 inh
Cc1cccc(N(CC(N)=O)C2SC(=O)NC2=O)c1 (stereo not drawn),-100.0*,-6.6%,-3.8,·
Cc1ccc(-n2nc3cc(C)c(N)cc3n2)cc1,42.1,-15.0%,-7.9,-24.4%
CC(=O)N1CC[n+]2c(-c3ccc(Cl)cc3Cl)csc21,42.2,-24.7%,·,·
CCOc1cc(NC(=O)c2ccco2)c(OCC)cc1NC(=O)CCc1ccc(OC)cc1,41.5,-3.5%,-7.6,-2.9%
CCc1c(C)sc(NC(=O)Cn2nc(C(F)(F)F)c3c2CCCC3)c1C#N,33.3,-1.3%,3.0,-12.2%
N#Cc1cc2c(=O)n3ccccc3nc2n(CCN2CCOCC2)c1=O,-11.9,1.0%,-2.8,-22.8%
CCCOc1ccc(C2C(C(=O)OC)=C(C)N=C3SCCC(=O)N32)cc1OCC (stereo not drawn),-23.7,0.7%,0.3,4.0%
COc1ccc(N(CC(=O)Nc2cccc([N+](=O)[O-])c2C)S(C)(=O)=O)cc1OC,?,2.4%,·,·
O=C(O)[C@@H]1CCCN1C(=O)c1ccco1,47.9,1.3%,·,·
COc1cccc(Nc2nnc(SCN3C(=O)c4ccccc4C3=O)s2)c1,1.1,0.3%,4.0,·
Cc1ccc(-c2nnn(CC(=O)NCCc3ccc4c(c3)OCO4)n2)o1,-22.2,-6.0%,2.2,-19.4%
O=C(COc1ccc(S(=O)(=O)N2CCCCC2)cc1)N1CCCCCC1,-6.2,1.5%,-1.6,-0.5%
CCCCc1nc(N)c(C#N)c(-c2ccco2)c1CCC,31.8,22.0%,3.9,·
Cc1cc(C(=O)CSc2ncccn2)c(C)n1-c1cccc(F)c1,30.6,-1.0%,·,·
CC(C)Cc1csc(NC(=O)c2ccccc2Cl)c1C(=O)O,-13.1,-7.0%,·,·
CC1=[N+]([O-])C(C)(C)C(c2ccc(Br)cc2)=[N+]1[O-],?,-5.2%,·,·
CC(=O)Nc1cccc(-c2csc(Nc3ccc(C)cn3)n2)c1,-1.8,-0.7%,-8.5,·
CCS(=O)(=O)N1Cc2ccccc2CC1C(=O)Nc1nc2ccc(F)cc2s1 (stereo not drawn),48.1,-1.4%,·,·
NC1=NC(=O)/C(=C/c2cn(CCC(=O)O)nc2-c2ccc(F)cc2)S1,18.2,-0.7%,-12.3,·
CC(=O)c1c(C)nc2ccccn12,38.9,-2.8%,3.9,-1.7%
O=C(CNC(=O)c1ccc(Br)o1)NCc1ccc2c(c1)OCO2,44.4,-4.3%,3.5,17.1%
COc1ccccc1NC(=O)Nc1ccnn1C1CCCCC1,?,-3.4%,-2.9,-0.4%

Screening data deposited in PubChem BioAssay by National Center for Advancing Translational Sciences (NCATS).
